Mtb RmlCD inh: inhibitors of Mycobacterium tuberculosis RmlC and RmlD coupled enzymes | P9WH09+P9WH11 | RmlC+RmlD coupled enzyme assay, percent inhibition; primary screen in compound mixtures | inhibition, % at 3.6 µM | 160,000 compounds, 0.03% hits; in the data active = inhibition mostly above about 34%, no sharp cut-off; also: some results filed as inactive read as strong as hits
GlmU inhibition: inhibition of mycobacterial GlmU enzyme – biochemical, glucosamine-1-phosphate acetyltransferase (AID 1376); M. tuberculosis GlmU acetyltransferase enzyme assay; higher % means a stronger effect; inhibition, %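 (tested at 30 µM in the primary screen)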; hits with a dose series show IC50 in µM; 220,000 compounds, 0.25% hits; in the data active = inhibition above about 13%;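 also: 0% = complete reaction with vehicle and 100% = reaction without substrate; strong numbers were not always called active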
An asterisk follows results filed as active; · = no result given. Only part of the results is shown; count on the stated rates, not on these rows.

canonical_smiles	Mtb RmlCD inh	GlmU inhibition
CC(=O)N1N=C2C3CCN(CC3)C2C1c1ccc(F)cc1 (stereo not drawn)	5	0.2%
CN(/C(=N/S(=O)(=O)c1cccs1)c1ccccc1)c1ccccc1	32	3.7%
O=C1OCC(Cn2c3ccccc3c3ccccc32)O1 (stereo not drawn)	·	-1.2%
O=C(NCCOc1ccc(Cl)cc1)C1CCCCC1	-10	0.4%
Cc1nn(-c2ccccc2)c(Oc2ccc(F)cc2)c1/C=N/n1cnnc1	12	1.3%
O=c1[nH][nH]c(C(F)(F)F)c1C=NCc1ccc(Cl)cc1	5	2.5%
CCOn1c(=O)c[n+]([O-])c2ccccc21	-9	-9.2%
CCOC(=O)c1cnc(N2CCN(C(=O)OCC)CC2)[nH]c1=O	-9	1.6%
Cc1cc(C)n(-c2ccc(C(=O)Oc3ccc4c(c3)OCO4)cc2)n1	·	-1.2%
C=CCNC(=O)C12CC3(C)CC(C)(CC(C)(C3)C1)C2	-4	-3.4%
CCC(C)NCCOCCOc1ccc(Br)cc1C (stereo not drawn)	-6	-0.7%
c1ccn2c(SCc3ccc4c(c3)OCO4)nnc2c1	·	8.6%

Compounds listed so far with fluorine (3):
canonical_smiles	Mtb RmlCD inh	GlmU inhibition
CC(=O)N1N=C2C3CCN(CC3)C2C1c1ccc(F)cc1 (stereo not drawn)	5	0.2%
Cc1nn(-c2ccccc2)c(Oc2ccc(F)cc2)c1/C=N/n1cnnc1	12	1.3%
O=c1[nH][nH]c(C(F)(F)F)c1C=NCc1ccc(Cl)cc1	5	2.5%

New compounds follow.
canonical_smiles	Mtb RmlCD inh	GlmU inhibition
CCNC(=O)c1nc[nH]c1C(=O)NCC	·	8.5%
CC(Sc1nnnn1C)C(=O)Nc1ccc2c(c1)OCCO2 (stereo not drawn)	-10	1.7%
COCCOc1nc2ccccc2nc1C	9	1.1%
Cc1cccc[n+]1CC(=O)N1c2ccccc2Sc2ccccc21	10	0.7%
CCN(CC)S(=O)(=O)c1ccc(N2CCCC2)c(NC(=O)CC(C)(C)C)c1	5	-0.7%
COc1ccc(C(=O)Cn2c(Br)nc3c2c(=O)n(C)c(=O)n3C)cc1	-6	7.7%
C/C=C/C=C/C(=O)[C@@H]1[C@@H]([C@]2(C)OC(=O)C(C)=C2O)[C@H]2/C(=C(O)/C=C/C=C/C)C(=O)[C@]1(C)C(=O)C2(C)O (stereo partly drawn)	·	-0.4%
CC(C)n1nnnc1SCC(=O)N1CCOCC1	-9	1.1%
Fc1ccc(-c2nc3ccncc3[nH]2)cc1	7	4.3%
O=C(CN1CCOCC1)Nc1nc(-c2ccc3c(c2)CCN3S(=O)(=O)c2ccccc2)cs1	·	-0.3%
Cc1nn(CC(=O)O)c(C)c1Cl	·	-1.1%
O=C(O)CCCC(=O)Nc1ccn(-c2ccccc2)n1	·	-3.7%

Profiles, looked up by structure. Values in the order: Mtb RmlCD inh, GlmU inhibition
Profile of `O=C(CN1CCOCC1)Nc1nc(-c2ccc3c(c2)CCN3S(=O)(=O)c2ccccc2)cs1` = ·, -0.3%
Profile of `Cc1nn(-c2ccccc2)c(Oc2ccc(F)cc2)c1/C=N/n1cnnc1` = 12, 1.3%

Returning to the listing, starting three compounds before the break.
canonical_smiles	Mtb RmlCD inh	GlmU inhibition
O=C(CN1CCOCC1)Nc1nc(-c2ccc3c(c2)CCN3S(=O)(=O)c2ccccc2)cs1	·	-0.3%
Cc1nn(CC(=O)O)c(C)c1Cl	·	-1.1%
O=C(O)CCCC(=O)Nc1ccn(-c2ccccc2)n1	·	-3.7%
COc1ccccc1-n1c(SC)nc(O)cc1=O	-8	5.0%
CC(C)(C)C1CCc2c(C(=O)NNC(=O)/C=C/C(=O)O)csc2C1 (stereo not drawn)	-13	2.2%
O=C(O)c1cccc(S(=O)(=O)N2CCSCC2)c1	·	1.1%
Cc1ccc(S(=O)(=O)CCC(=O)NCCN2C(=O)S/C(=C\c3ccccc3)C2=O)cc1	5	2.4%

In a second layout: results already given
O=C(O)c1cccc(S(=O)(=O)N2CCSCC2)c1
  Mtb RmlCD inh: ·; GlmU inhibition: 1.1%
Cc1ccc(S(=O)(=O)CCC(=O)NCCN2C(=O)S/C(=C\c3ccccc3)C2=O)cc1
  Mtb RmlCD inh: 5; GlmU inhibition: 2.4%

Compound activity: PubChem, several laboratories
